# Eya2 inh – blocks the phosphatase activity of human Eya2. O00167. 0.006% of 330,000 active. Potency, µM (top dose mostly 76.9 µM), for the others: at the highest dose activity, negative = inhibition, usual class: inhibitors. recombinant Eya2, OMFP fluorescence dephosphorylation (OMFP is methylfluorescein phosphate); also: potency is read from the fitted curve at half-maximal effect; % is scaled to controls: 0 for no effect and ±100 for the full control effect
# Target sequence (O00167 whole entry, looked up): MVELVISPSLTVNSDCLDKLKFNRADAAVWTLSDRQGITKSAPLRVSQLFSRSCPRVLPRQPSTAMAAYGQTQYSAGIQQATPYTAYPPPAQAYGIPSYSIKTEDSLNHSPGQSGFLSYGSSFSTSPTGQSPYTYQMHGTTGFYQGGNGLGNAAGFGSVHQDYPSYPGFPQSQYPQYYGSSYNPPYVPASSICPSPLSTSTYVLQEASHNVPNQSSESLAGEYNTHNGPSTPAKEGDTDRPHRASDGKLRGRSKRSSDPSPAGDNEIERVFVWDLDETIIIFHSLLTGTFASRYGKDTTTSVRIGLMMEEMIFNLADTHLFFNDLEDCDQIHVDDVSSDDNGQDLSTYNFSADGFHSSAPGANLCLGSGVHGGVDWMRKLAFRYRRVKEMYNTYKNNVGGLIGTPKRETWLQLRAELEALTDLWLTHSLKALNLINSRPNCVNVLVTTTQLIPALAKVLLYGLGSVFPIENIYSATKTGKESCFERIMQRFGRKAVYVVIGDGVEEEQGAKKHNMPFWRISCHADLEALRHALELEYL
#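 Eya2 protein (added as 0.2 uM solution) was preincubated with compound for 10 min at ambient temperature in 50 mM HEPES pH 7.5, 50 mM NaCl, 5 uM MgCl2, 0.05% BSA, 1 mM DTT. OMFP (added at 50 uM) then reacted 10 min; fluorescence read at 485/525 nm.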
# USP2a inh – blocks human ubiquitin-specific protease USP2a; USP2 core, Ub-CHOP2 coupled fluorogenic reporter, 485/531; Potency, µM (highest dose often 38.3 µM), inactives show at the top dose activity change, negative = inhibition, hits mostly inhibitors; 0.01% of 330,000 active; AID 463254;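 also: potency is read from the fitted curve at half-maximal effect; plate controls were DMSO wells for no effect and full inhibition by NEM control for full effect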
# Target sequence (O75604 whole entry, looked up): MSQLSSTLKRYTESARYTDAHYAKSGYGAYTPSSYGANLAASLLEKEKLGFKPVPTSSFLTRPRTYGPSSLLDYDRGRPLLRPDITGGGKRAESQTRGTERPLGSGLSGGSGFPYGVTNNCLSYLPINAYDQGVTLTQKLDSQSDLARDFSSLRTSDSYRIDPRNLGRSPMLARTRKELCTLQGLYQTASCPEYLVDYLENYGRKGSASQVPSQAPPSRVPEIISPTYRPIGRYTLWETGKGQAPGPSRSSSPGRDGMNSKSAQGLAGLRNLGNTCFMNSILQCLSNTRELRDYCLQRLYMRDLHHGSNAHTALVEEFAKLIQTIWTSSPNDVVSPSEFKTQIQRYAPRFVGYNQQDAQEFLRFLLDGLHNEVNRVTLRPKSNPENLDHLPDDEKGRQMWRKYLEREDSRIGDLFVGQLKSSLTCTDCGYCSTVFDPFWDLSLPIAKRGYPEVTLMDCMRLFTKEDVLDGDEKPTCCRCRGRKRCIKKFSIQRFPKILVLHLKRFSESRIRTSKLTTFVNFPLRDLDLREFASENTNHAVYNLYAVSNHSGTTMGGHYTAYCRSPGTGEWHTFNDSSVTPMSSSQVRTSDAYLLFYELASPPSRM
#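 Deubiquitinase activity read as fluorescence (485/531 nm) after Ub-CHOP2 cleavage activates the enterokinase reporter on its substrate; USP2 core 10nM, Ub-CHOP2 and substrate 25nM each, 30min compound preincubation then 60min RT; data normalized to NEM, curves fitted.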
# TCR activator – activates T cell receptor signaling. primary human leukocytes, anti-CD3, IL-2 HTRF, 48 h. Potency, µM (titrated, usually from 9.22 µM), for the others: at the top dose activation of IL-2 secretion, most hits filed as activators. 330,000 tested, under 10 active; also: % of control where 0% means no effect
#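 IL-2 produced over 48 hr by a-CD3 bead-stimulated primary human leukocytes exposed to compounds was detected with a homogeneous time-resolved FRET immunoassay, 665nm acceptor signal after 320nm excitation.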
# uPA surface inh – cell surface uPA generation inhibition; cell surface uPA generation assay, qHTS; 0.31% of 330,000 active; Potency, µM (top dose mostly 38.3 µM), without a hit: at the top dose activity change, negative = inhibition, most hits filed as inhibitors; active = well fitted inhibition curve with a large enough effect; inconclusive = small, poorly fitted or top-dose-only effect; inactive = no such curve, though single readings can be large or run the other way; tested in mouse RAW 264.7 cells; also: potency is read from the fitted curve at half-maximal effect; % is scaled to controls: 0 for no effect and ±100 for the full control effect; nearly all actives have a fitted effect of over 55% in size
# Mito fusion act – blocks mitochondrial division or promotes mitochondrial fusion; S. cerevisiae fusion-defective mutant growth rescue, CellTiterGlo 48 h; Potency, µM (doses to about 46.1 µM), for inactives: at the top dose growth rescue (activation), most hits filed as activators; 0.23% of 320,000 active; AID 485298;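 also: potency is read from the fitted curve at half-maximal effect; % of control where 0% means no effect; nearly all actives have a fitted effect of over 45% in size; temperature-sensitive fusion mutants such as fzo1-1 at 37 °C on non-fermentable ethanol glycerol medium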
#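 Compounds are tested for their ability to restore growth of mitochondrial fusion-defective yeast strains at non-permissive 37C in YPEG medium over 48 hours. Viability is quantified by luciferase luminescence.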
# TSHR antag – human thyrotropin receptor antagonism | P16473 | TSHR-expressing cells, TSH-stimulated cAMP HTRF, 2 h; stronger effect = lower value | activity change, negative = inhibition, % at 11.5 µM | 0.2% of 330,000 active | AID 504810;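 active = activity change below a set negative limit, meaning inhibition stronger than a set level, cut at about -70% in these data; inconclusive = activity change between two set negative limits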; also: % is scaled to controls: 0 for no effect and ±100 for the full control effect
#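 Read-out is FRET at 665 nm (cryptate excitation 337 nm) from a cryptate-tagged anti-cAMP antibody, competed by cell cAMP against cAMP-d2. Compounds are tested on freshly harvested TSHR cells challenged with 4nM TSH (EC80) for 2 hours at 37 deg C.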
# ELG1 repair inh – blocks ELG1-dependent DNA repair in HEK293T cells; HEK293T ELG1-luciferase reporter, luminescence, 16 h; DNA damage induced by 5-fluorouridine; Potency, µM (doses to about 46.1 µM), for the others: at the top dose activity change, negative = inhibition, hits mostly inhibitors; 2.3% of 330,000 active; AID 504467; also: potency is read from the fitted curve at half-maximal effect; % is scaled to controls: 0 for no effect and ±100 for the full control effect; nearly all actives have a fitted effect of over 55% in size
#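 HEK293T cells expressing luciferase-tagged ELG1 (2,000/well) received 5-Fluorouridine plus compound or DMSO for 16 hr at 37 °C. Luciferase was read by ONE-Glo luminescence after 30 min at room temperature.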
# B2AR arrestin – beta2AR (human) beta-arrestin recruitment activity; P07550; beta-arrestin recruitment to beta2AR, cell-based reporter; Potency, µM (series often up to 46.1 µM), inactives show at the top dose activation, actives largely listed as activators; 0.02% of 330,000 active;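 also: potency is read from the fitted curve at half-maximal effect; 0% = DMSO controls and full agonism = EC100 isoproterenol or metaproterenol; nearly all actives have a fitted effect of over 65% in size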
# PTAP TSG101 blk – blocks PTAP/TSG101 interaction to inhibit HIV-1 budding; Q99816; Fluorescence polarization, FITC-PTAP peptide / Tsg101 binding; Potency, µM (highest dose often 115 µM), without a hit: top-dose activity change, negative = inhibition, hits mostly inhibitors; 340,000 tested, under 10 active; AID 493005; active = well fitted inhibition curve with a large enough effect in the main read-out, with a control signal flat, not every such curve was filed as active; inconclusive = small, poorly fitted or top-dose-only effect, or effect the other way, or a change in a side signal; inactive = no such curve, though single readings can be large or run the other way; also: potency is read from the fitted curve at half-maximal effect; % of control where 0% means no effect
#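 Fluorescence anisotropy tracks displacement of a FITC-tagged PTAP peptide (50 nM) from the Tsg101 binding domain (10 uM), following a 20 min room-temperature incubation at pH 7.5.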
# Chronic BCR inh – inhibitors of chronic active B-cell receptor signaling. ABC-DLBCL IkBa-CBG/CBR reporter, luminescence ratio, 4 h. Potency, µM (top dose mostly 46.1 µM), for the others: top-dose ratio change, negative = lower green/red ratio, most hits filed as inhibitors. 0.05% of 340,000 active. AID 493014; active = well fitted inhibition curve with a large enough effect in the signal ratio, with a control signal flat, not every such curve was filed as active; inconclusive = small, poorly fitted or top-dose-only effect, or effect the other way, or a change in a side signal; the % refers to the signal ratio;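 also: potency is read from the fitted curve at half-maximal effect; plate controls were basal doxycycline-induced cells for no effect and cells given 10 µM MG132 for full effect; MG132 reads +100%, hits lower the ratio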
#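 Concentration-response series (up to 46 uM) were applied to TMD8 dual-reporter cells for 4 h at 37C with doxycycline. Green/red ratio, after filter-overlap correction, defined %Activity; red signal alone was normalised to basal cells and zero luminescence.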
# Tb PFK block – blocks T. brucei phosphofructokinase; O15648; T. brucei PFK, ADP-Glo luminescence; Potency, µM (doses to about 57.5 µM), without a hit: at the top dose activity, negative = inhibition, hits mostly inhibitors; 0.17% of 330,000 active; AID 485367;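 also: potency is read from the fitted curve at half-maximal effect; 0% = uninhibited 1x PFK enzyme wells and -100% = no-enzyme wells; nearly all actives have a fitted effect of over 60% in size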
#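 Activity is normalized to no-enzyme wells (full inhibition) and 1.25 nM enzyme wells (no inhibition). Reaction: 0.5 mM F6P, 0.1 mM ATP, 45 min RT, ADP-Glo luminescence; concentration-response curves fitted and classed by quality.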
# The depositor's hits bear a star; ? = inconclusive; . = not tested or not shown; [ ] = another dose, or the depositor's remark. Unless noted, calls follow the shape of the dose curve; as a rule, active = well fitted curve in the direction sought with a large enough effect; inconclusive = small, poorly fitted or top-dose-only effect, or another doubt; inactive = no such curve, though single readings can be large; an effect the other way counts as inactive or inconclusive. Outcome played no part in choosing rows (roughly 3% active in at least one column).
SMILES,Eya2 inh,USP2a inh,TCR activator,uPA surface inh,Mito fusion act,TSHR antag,ELG1 repair inh,B2AR arrestin,PTAP TSG101 blk,Chronic BCR inh,Tb PFK block
CC1CCCN(C(=O)C2CCN(S(=O)(=O)c3cccc4nonc34)CC2)C1 (configuration not stated),-3%,-1%,4%,4%,5%,4,-8%,0.2%,0%,-1%,3%
CCOc1cccc(-c2nn3c(-c4cc(C)[nH]n4)nnc3s2)c1,4%,-3%,-1%,-5%,0%,-14,?,-0.2%,0%,-8%,3%
CCn1c(CNC(=O)c2ccc(Cl)cc2)nnc1SCC(=O)N1CCOCC1,-14%,1%,-3%,8%,-1%,9,-3%,-0.3%,-2%,0%,-4%
CCCNC(=O)c1ccc(CN2CCc3ccccc3C2)cc1,1%,0%,-3%[46.1 µM],3%,0%,1,-13%,-0.9%,0%,-9%,-14%
COC(=O)[C@H](Cc1ccccc1)NC(=O)N1CCCCCC1,7%,1%,10%,-3%,0%,3,?,-0.2%,-2%,5%,1%
COCCn1c(SCC(=O)Nc2ccccc2OC)nc2ccccc21,-24%,-2%,7%,-4%,16%,10,4%,0.1%,-3%,-2%,14%
CC1=CCC2C(=O)N(c3cccc(C(=O)N(C)C4CCCCC4)c3)C(=O)C2C1 (configuration not stated),-1%,0%,-1%,2%,-2%,-5,-13%,0.1%,1%,5%,-2%
CCN(CC)c1ccc(/C=N/NC(=S)NCc2ccccc2)cc1,-8%,2%,5%,2%,-5%,16,-16%,0.7%,-7%,-1%,-1%
COc1ccc(C(=O)Nc2nnc(CC(=O)N/N=C/c3ccc(O)cc3O)s2)cc1,7%,-29%,.,.,11%,4,?,0.1%,.,?,?
CN1C(=O)c2ccccc2N(C)C1c1cccs1 (configuration not stated),-8%,1%,-15%,-4%,2%,-4,4%,-0.8%,2%,0%,-5%
O=C(Nc1cccc(F)c1)c1c(O)c2cccc3c2n(c1=O)CCC3,7%,3%,.,.,-5%,1,-7%,0.1%,.,?,1%
CSc1nc(NS(=O)(=O)c2ccc(F)cc2F)nn1C,-2%,2%,2%,2%,2%,-9,6%,-1.2%,-3%,0%,0%
COCc1cc(C)nc2sc(C(=O)Nc3ccc(C(=O)OC)cc3)c(N)c12,5%,1%,.,8%,0%,-7,-21%,-0.2%,0%,-7%,1%
COc1cccc(C(=O)N/N=C/C(Br)=C/c2ccccc2)c1,1%,-14%,3%[46.1 µM],-7%,-1%,4,5%,?,-3%,?,-2%
Cn1c(SCC(=O)N2CCN(c3ccccc3)CC2)nnc1-c1cc2ccccc2o1,-3%,0%,-7%,.,6%,-5,13µM*,0.0%,-4%,-10%,-4%
CC1(C)CC(=O)C(C(c2ccc(Br)cc2)C2C(=O)CC(C)(C)CC2=O)C(=O)C1,-8%,0%,7%,-2%,-5%,5,-1%,-0.2%,-4%,2%,2%
COC(=O)CN(c1ccc2c(c1)OCCO2)S(=O)(=O)c1ccccc1,16%,1%,-1%,2%,2%,10,2%,-0.2%,-2%,-1%,0%
O=C(Nc1nnc(C2CC2)s1)c1n[nH]c(=O)c2ccccc12,-14%,2%,-6%,3%,-1%,-3,2%,0.2%,-8%,21%,0%
CCOC(=O)c1cc(-c2ccccc2)nn1-c1ccccn1,-9%,0%,.,-2%,24%,12,0%,-0.5%,.,?,5%
Cc1cccc(OCCNc2ccc([N+](=O)[O-])cn2)c1,-7%,-2%,-5%,1%,5%,-1,5%,-0.2%,-1%,-1%,-10%
COC(=O)c1ccc(CNC(=O)c2cc(COc3cncc(Cl)c3)on2)cc1,-15%,-1%,10%,-4%,3%,-17,21µM*,-0.6%,-5%,-5%,-5%
O=C(Nc1ccc(Oc2ccc3c(c2)C(=O)N(c2ccc(O)cc2)C3=O)cc1)c1cccs1,6%,1%,1%[46.1 µM],2%,0%,-7,?,-0.7%,-2%,0%,1%
Cc1cc(C(=O)Nc2nc3ccc(Cl)cc3s2)nn1C,-5%,-1%,9%,1%,6%,-10,?,0.2%,-2%,?,-3%
C/C(=N\O)c1cccc(Br)c1,-9%,-2%,-2%,8%,-5%,1,3%,8.8%,0%,?,-14%
Cc1cc(C)nc(NC2=NCCN2C(=S)Nc2c(C)cccc2C)n1,-8%,1%,0%,-29%,0%,6,23%,-0.1%,-4%,0%,-2%

# (continued)
SMILES,Eya2 inh,USP2a inh,TCR activator,uPA surface inh,Mito fusion act,TSHR antag,ELG1 repair inh,B2AR arrestin,PTAP TSG101 blk,Chronic BCR inh,Tb PFK block
Cc1ccc(C)c(NC(=O)CN(C)S(=O)(=O)c2ccccc2)c1,0%,1%,2%,.,0%,-2,-14%,0.0%,-3%,?,-7%
O=C(CNC(=O)c1ccc(Br)cc1)N=Nc1c(O)[nH]c2ccc([N+](=O)[O-])cc12,7%,-2%,-3%,10%,-2%,-6,-8%,-0.3%,0%,?,-4%
Cc1ccc(C2C3C(=O)N(c4ccccc4)C(=O)C3N3CCCN23)cc1 (configuration not stated),-9%,-2%,4%,20%,6%,-5,27%,0.0%,1%,0%,-2%
CN(CC(=O)NCCc1ccccc1)S(=O)(=O)c1ccc(Br)s1,8%,0%,-4%,18%,3%,23,-5%,-0.1%,-2%,5%,-3%
CCc1cccc(NC(=O)CCS(=O)(=O)c2cccc3nonc23)c1,-18%,0%,-1%,0%,0%,-1,1%,-0.3%,-1%,-21%,1%
COC(=O)c1cc(C(=O)OCC(=O)N(C)c2ccccc2)cc([N+](=O)[O-])c1,0%,0%,-3%,-3%,5%,-17,3%,0.1%,-3%,3%,-11%
CC(=O)Nc1cccc(NC(=O)c2ccc(C(=O)Nc3cccc(NC(C)=O)c3)nc2)c1,-3%,9%,2%,0%,-3%,0,?,0.0%,1%,-8%,-1%
N#CCOc1coc(CN2CCN(c3cccc(Cl)c3)CC2)cc1=O,7%,2%,4%,0%,3%,-2,6%,0.1%,-2%,1%,-7%
COc1cccc(NC(=O)C(=O)N/N=C(\C)CC(=O)Nc2ccc(NC(C)=O)cc2)c1,2%,2%,-3%,12%,-5%,3,?,0.1%,1%,?,-2%
Cc1cc(C(=O)Nc2ccc(Br)cc2)c2ccccc2n1,20%,0%,0%,-2%,0%,3,17%,-0.4%,-1%,-2%,-7%
CC(C)(C)NC(=O)C(c1ccncc1)N(CC1CCCO1)C(=O)Cn1nnc(-c2ccc(F)cc2)n1 (configuration not stated),-5%,6%,1%,-1%,-2%,32,0%,0.3%,-2%,10%,3%
COc1ccccc1S(=O)(=O)Cc1ccc(C(=O)N2CCN(c3cccc(Cl)c3)CC2)o1,9%,-5%,-8%,-20%,19%,-40,12µM*,-0.5%,0%,?,?
O=C(COC(=O)/C=C/c1cccc(Cl)c1)Nc1ccccc1-c1ccccc1,-5%,1%,12%[46.1 µM],.,-1%,-2,-6%,-0.4%,.,4%,0%
CC(C)Oc1ccc(S(=O)(=O)N2CCOCC2)cc1NC(=O)CC1OC(=O)c2ccccc21 (configuration not stated),6%,-1%,1%,7%,-2%,6,16%,0.2%,-3%,?,2%
O=C(NCc1ccco1)c1ccc2c(=O)n(CC3CCCO3)c(=S)[nH]c2c1 (configuration not stated),-1%,-6%,0%[46.1 µM],7%,-2%,5,13µM*,0.1%,-9%,3%,-4%
c1ccc2c(Nc3ccc4c(c3)OCCO4)c3c(nc2c1)CCCC3,-8%,-10%,11%,-1%,-9%,15,?,-0.4%,3%,?,-1%
O=C(NCc1ccccc1)C(c1ccccc1F)N(C(=O)c1csnn1)C1CCCC1 (configuration not stated),-2%,2%,-6%,4%,5%,5,-6%,-0.8%,-1%,-1%,-1%

# A run of entries from the list above, for reference:
SMILES,Eya2 inh,USP2a inh,TCR activator,uPA surface inh,Mito fusion act,TSHR antag,ELG1 repair inh,B2AR arrestin,PTAP TSG101 blk,Chronic BCR inh,Tb PFK block
Cc1ccc(C)c(NC(=O)CN(C)S(=O)(=O)c2ccccc2)c1,0%,1%,2%,.,0%,-2,-14%,0.0%,-3%,?,-7%
O=C(CNC(=O)c1ccc(Br)cc1)N=Nc1c(O)[nH]c2ccc([N+](=O)[O-])cc12,7%,-2%,-3%,10%,-2%,-6,-8%,-0.3%,0%,?,-4%
